Source: PubChem (several laboratories)
HTR5A inv ctr – counter-screen for OPRM1-OPRD1 inverse agonists: human HTR5A inverse agonism | P47898 | HTR5A cell line, luminescence | inhibition, % at 9.3 µM | 0.083% of 340,000 active; in the data active = inhibition mostly above about 23%, no sharp cut-off; inactive = mostly below about 18%;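 also: 0% = cells with DMSO and 100% = no-cell wells with DMSO; some compounds called inactive have numbers as strong as hits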
PKA-R1A act – PKA-R1A complex activation; P00514+P68181; PKA-R1A dissociation, Cy5-IP20 fluorescence polarization; scaled: DMSO 0%, 113 µM cGMP 100%; activation, % at 11.4 µM; 0.083% of 340,000 active;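 active = percent activation above the mean of all tested compounds plus 3 SD, cut at about 19% in these data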;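 also: higher means more PKAc released from R1A so a rise in polarization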
E coli growth – reduces bacterial viability in AddAB counter-screen | E. coli V3065 growth, OD600 absorbance, 18 h | inhibition, % at 11.9 µM | 0.27% of 330,000 active;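 active = inhibition above the campaign's mean inhibition across all tested compounds plus 3 SD, cut at about 9.9% in these data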;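 also: uninfected addAB+ strain grown without phage in ampicillin broth; 0% = DMSO wells and 100% = ciprofloxacin 0.95 µg/ml wells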
AddAB inh – less growth of phage-infected E. coli with AddAB | E. coli expressing H. pylori AddAB, absorbance growth | inhibition, % at 11.9 µM | 0.29% of 330,000 active | AID 435030; in the data active = inhibition above about 12%;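 also: 0% = vehicle wells of infected cells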
PKA-R2B activ – activates the human PKA-R2B holoenzyme complex; P22694+P31323; PKA-R2B holoenzyme dissociation, Cy5-IP20 fluorescence polarization; R2B truncated from residue 108, S112A mutant; 0% DMSO only, 100% 113 µM cGMP; activation, % at 11.4 µM; 0.079% of 340,000 active; AID 504700;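 active = activation above a cutoff set at the mean over all compounds plus 3 SD, cut at about 18% in these data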;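 also: higher means more holoenzyme dissociation and a rise in polarization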
Target sequence (P31323 whole entry, looked up, other chains not shown, the tested form may be a part): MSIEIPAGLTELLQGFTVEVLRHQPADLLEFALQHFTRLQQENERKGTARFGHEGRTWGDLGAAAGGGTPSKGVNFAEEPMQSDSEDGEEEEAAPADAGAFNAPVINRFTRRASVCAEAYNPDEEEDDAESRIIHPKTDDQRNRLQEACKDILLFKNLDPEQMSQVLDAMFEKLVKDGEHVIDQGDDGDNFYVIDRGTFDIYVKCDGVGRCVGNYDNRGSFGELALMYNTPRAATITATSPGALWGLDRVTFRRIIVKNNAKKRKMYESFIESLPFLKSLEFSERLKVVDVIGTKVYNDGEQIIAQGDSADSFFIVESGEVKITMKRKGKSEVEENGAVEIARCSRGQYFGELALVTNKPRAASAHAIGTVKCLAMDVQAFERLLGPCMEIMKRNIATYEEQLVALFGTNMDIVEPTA
phage Ecoli inh – E. coli growth loss with phage present; growth absorbance; AID 651602; inhibition, % at 11.9 µM; 0.26% of 360,000 active; in the data active = inhibition above about 11%
Mot1-301 SUMO – blocks SUMOylation pathway, rescuing yeast Mot1-301 growth | S. cerevisiae Mot1-301 growth rescue, ATP luminescence, 38.5C; percent above DMSO median, 100 means doubled | growth rescue, % at 18.8 µM | 1% of 320,000 active;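 active = every valid replicate shows activation above 250% relative to neutral control wells; inactive = the rest, any valid replicate at or below 250%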;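 also: OY570 slx delta 5 strain wells were the positive control but not used for scaling; some compounds called inactive have numbers as strong as hits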
DAGLB inh – blocks human DAGLB lipase activity; HEK293T DAGLB membrane lysate, EnzChek fluorogenic substrate; 0.059% of 340,000 active; inhibition, % at 5.17 µM; Q8NCG7; in the data active = inhibition above about 34%;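 also: 0% = enzyme with vehicle and 100% = wells lacking enzyme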
Tat export inh – blocks Tat-dependent protein export in E. coli; inhibition, % at 10 µM; E. coli MC4100 TorA-mCherry Tat export, fluorescence; 0.036% of 340,000 active; AID 488895;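 active = mean replicate inhibition at least 50% and at least half of replicates individually reaching 50%; inconclusive = only one of the two criteria met; inactive = neither criterion met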;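 also: exported cargo escapes ClpAP degradation while cytoplasmic cargo is degraded and loses fluorescence; 0% = median of neutral control wells and 100% = median of NaSCN control wells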
HTR5A ag ctr – counter-screen for OPRM1-OPRD1 agonists: human HTR5A agonism | HTR5A agonist assay, luminescence, cell-based | AID 504692 | activation, % at 9.3 µM | P47898 | 0.61% of 340,000 active; in the data active = activation mostly above about 9.5%, no sharp cut-off; inactive = mostly below about 7.6%;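 also: 0% = cells with vehicle only and 100% = reference agonist; strong numbers were not always called active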
CDK5 p35 inh – CDK5/p35 (human) kinase inhibition; Q00535+Q15078; Recombinant CDK5/p35, ADP-Glo luminescence, 60 min; inhibition, % at 10 µM; 0.01% of 330,000 active; AID 488839;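 active = highest replicate inhibition of at least 50% and at least 75% of replicates reaching 50%; inconclusive = only one of the two criteria met; inactive = both criteria failed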;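 also: plate controls were DMSO neutral control for no effect and GW8510 at 10 µM for full effect; many of its hits are not listed in these tables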
Target sequence (Q00535 whole entry, looked up): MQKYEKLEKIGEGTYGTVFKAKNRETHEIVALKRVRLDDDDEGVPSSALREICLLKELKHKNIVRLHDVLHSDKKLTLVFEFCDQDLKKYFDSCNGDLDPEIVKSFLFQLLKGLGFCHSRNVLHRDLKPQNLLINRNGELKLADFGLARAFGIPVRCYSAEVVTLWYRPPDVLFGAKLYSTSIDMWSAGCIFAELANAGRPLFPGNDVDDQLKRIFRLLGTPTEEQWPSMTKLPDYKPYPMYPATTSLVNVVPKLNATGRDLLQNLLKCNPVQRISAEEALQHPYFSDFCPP
Target sequence (Q15078 whole entry, looked up): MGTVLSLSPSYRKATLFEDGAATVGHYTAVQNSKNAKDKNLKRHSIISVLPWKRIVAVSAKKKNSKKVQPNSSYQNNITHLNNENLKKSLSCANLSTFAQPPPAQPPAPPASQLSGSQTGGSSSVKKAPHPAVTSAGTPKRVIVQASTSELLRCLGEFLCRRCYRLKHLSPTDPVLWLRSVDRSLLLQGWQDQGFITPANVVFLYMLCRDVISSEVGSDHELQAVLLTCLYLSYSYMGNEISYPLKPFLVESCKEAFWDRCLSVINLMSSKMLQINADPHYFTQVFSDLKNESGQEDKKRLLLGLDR
Active calls of the source: *; ? = inconclusive; . = not tested or not shown; & = joins results of further samples.

SMILES	HTR5A inv ctr	PKA-R1A act	E coli growth	AddAB inh	PKA-R2B activ	phage Ecoli inh	Mot1-301 SUMO	DAGLB inh	Tat export inh	HTR5A ag ctr	CDK5 p35 inh
COC(=O)c1ccccc1NC(=O)c1ccccc1N(C)S(=O)(=O)c1ccccc1	-25.4	-14.2	0.1	0.0	-1.2	4.2	21.7	-1.0	-1.9	10.1	0.5
CC1CCN(c2c(NCC3CCC(C(=O)N4CCCCC4)CC3)c(=O)c2=O)CC1 (stereo unspecified)	-18.5	3.7	0.9	3.0	0.5	1.4	-3.9	1.1	-11.8	6.3	-0.8
CCON1C(=O)CN(C(=O)OC)C1c1ccc(Cl)cc1Cl (stereo unspecified)	-1.3	3.5	0.0	-0.2	-3.9	-0.6	18.6	-1.7	-1.7	5.3	-1.0
COc1cc2c(cc1OC)CN(C(=O)C1CCN(S(=O)(=O)c3ccccc3F)CC1)CC2	-3.2	0.6	2.0	-1.2	-3.2	1.6	117.8	-8.3	-2.7	-2.1	-0.1
COc1ccc(-c2noc(CSc3nnc(Cc4ccccc4)n3-c3ccc(Cl)cc3)n2)cc1	-5.9	4.2	-0.2	0.8	-6.2	4.2	11.5	-4.7	4.0	1.6	-1.7
CC(=O)NC(CC(=O)NCCN1C(=O)S/C(=C\c2ccccc2)C1=O)c1ccccc1 (stereo unspecified)	0.4	-7.0	0.1	-1.4	-12.6	-0.5	-12.3	0.4	10.1	-0.1	1.3
CC(=O)c1sc(Nc2nc(C)cc(C)n2)nc1C	2.8	5.5	1.7	3.3	-3.7	.	-20.5	-0.2	1.0	-1.6	0.0
Cc1ccc(S(=O)(=O)NC(C)C(=O)OCC(=O)N(C)c2ccccc2)cc1 (stereo unspecified)	-19.4	5.8	0.2	0.5	-5.0	-0.9	9.6	0.2	-5.0	-0.3	0.2
O=C(CN(CC1CCCO1)C(=O)CNS(=O)(=O)c1ccc(F)cc1)NCCc1ccccc1 (stereo unspecified)	-1.4	-11.8	3.4	2.0	-8.4	-0.2	-11.8	0.2	4.7	0.5	1.2
CC1Cc2ccccc2N1C(=S)Nc1ccc(S(N)(=O)=O)cc1 (stereo unspecified)	-8.4	-7.7	0.1	1.6	-3.4	2.6	.	-2.0	2.4	2.4	-1.8
CC(=O)c1sc(NC(=O)COc2ccc([N+](=O)[O-])cc2)nc1C	5.8	0.1	0.6	0.5	-15.8	3.4	-4.2	-0.1	-10.0	-0.8	0.4
O=C(Nc1nc(-c2ccc3c(c2)OCCO3)cs1)C1CCCC1	-35.1	-5.0	1.3	2.0	5.0	2.7	-3.0	-0.9	-1.2	7.9	0.5
Cc1nn(C)cc1-c1n[nH]c(=S)n1-c1ccc(Cl)cc1	12.3	-1.9	-1.7	2.1	-1.9	4.5	25.1	-0.8	2.5	-2.6	-4.1
COc1ccc(N(C(=O)c2ccco2)C(C(=O)NC2CCCC2)c2ccc(N3CCOCC3)cc2)c(OC)c1 (stereo unspecified)	6.0	2.9	-2.1	0.6	-4.8	-1.4	-17.0	-1.1	0.0	3.1	0.3
Cc1ccc2[nH]c(-c3ccccc3)cc(=O)c2c1	2.3	-4.8	5.5	5.1	-14.4	3.9	10.4	1.6	-6.6	-0.9	0.2
CC(C)c1nnc(NC(=O)CCC(=O)NC2CC2)s1	11.3	-9.0	-1.4	1.9	-8.1	1.3	-11.9	1.1	3.2	-2.6	-0.6
CCOc1ccc(Br)cc1CNCCN1CCOCC1	-6.7	-5.6	-0.8	-2.1	-2.7	2.2	399.1*	1.1	?	1.8	-4.7
N#Cc1nc(-c2ccc(F)cc2)oc1NCCN1CCOCC1	1.1	-6.1	-1.0	0.9	-10.4	0.0	-9.8	0.2	6.5	-0.4	-0.2
CCCCCCSc1cc(-c2nc3cc(C)ccn3c2NCCCC)ccc1OC	-13.2	5.3	0.0	0.1	-8.3	3.7&1.8	-22.7	-5.1	-0.8	8.9	2.2
Cc1ccc(NC(=O)CN(C)C(=O)C(C)OC(=O)c2ccccc2NCCO)cc1 (stereo unspecified)	8.1	-3.5	2.4	1.7	-4.0	4.5	-24.5	-1.3	4.2	-2.7	0.2

Full records, looked up by structure. Values in the order: HTR5A inv ctr, PKA-R1A act, E coli growth, AddAB inh, PKA-R2B activ, phage Ecoli inh, Mot1-301 SUMO, DAGLB inh, Tat export inh, HTR5A ag ctr, CDK5 p35 inh
Record of `CC(=O)c1sc(NC(=O)COc2ccc([N+](=O)[O-])cc2)nc1C` : 5.8, 0.1, 0.6, 0.5, -15.8, 3.4, -4.2, -0.1, -10.0, -0.8, 0.4
Record of `CC(C)c1nnc(NC(=O)CCC(=O)NC2CC2)s1` : 11.3, -9.0, -1.4, 1.9, -8.1, 1.3, -11.9, 1.1, 3.2, -2.6, -0.6

(more compounds)
SMILES	HTR5A inv ctr	PKA-R1A act	E coli growth	AddAB inh	PKA-R2B activ	phage Ecoli inh	Mot1-301 SUMO	DAGLB inh	Tat export inh	HTR5A ag ctr	CDK5 p35 inh
COC(=O)c1sccc1NC(=O)c1ccc(Cl)cc1	-14.3	-1.4	-0.4	2.4	2.6	1.1	-7.3	-14.0	0.0	4.0	2.2
CC1(C)CCC(=O)N2CC[C@H]3C[C@H](OC(=O)Nc4ccc5c(c4)OCO5)C[C@@H]1[C@H]32	3.9	-13.4	-1.2	1.8	-12.1	2.2	1.3	0.0	-35.3	3.6	-1.6
Cc1ccccc1NC(=O)C(C)Sc1nnc(-c2ccncc2)n1CC1CCCO1 (stereo unspecified)	-8.7	-3.3	-2.3	2.2	-3.1	1.8	-8.3	-0.4	3.6	-5.5	-5.8
CC1(C)OC(c2ccccc2)=C/C(=C/C=N/NC(=O)c2ccncc2)O1	-6.2	-15.6	0.5	-0.9	1.3	2.2	6.3	-0.7	1.0	2.4	1.7
COc1cccc(/C=N/Nc2snc(SC)c2C#N)c1O	17.9	-7.6	2.6	5.8	0.1	4.1	-13.7	1.2	-2.3	9.0	-2.4
CCCOc1ccc(-c2nc(-c3ccc([N+](=O)[O-])cc3)cs2)cc1	-2.0	3.0	0.0	-0.6	0.0	3.4	18.5	-0.5	2.2	0.6	-0.7
Cc1nc(NCCO)c2nnn(Cc3ccccc3F)c2n1	18.4	-1.3	-2.4	-1.1	0.7	2.7	-22.6	-0.5	14.5	-2.0	0.5
CC(=O)c1ccc(-n2c(SCC(=O)c3c[nH]c4ccccc34)nc3ccccc3c2=O)cc1	10.2	-3.1	-2.1	-0.7	-1.3	2.8	14.0	2.3	-0.6	4.6	0.5
O=C(O)c1ccc(S(=O)(=O)Cc2ccccc2)cc1	-9.2	-8.1	-0.9	2.1	0.6	1.1	515.7	4.8	-6.6	2.7	-0.9
NNC(=O)CNC(c1ccccc1)c1cc(Br)ccc1NC(=O)CCN1CCOCC1 (stereo unspecified)	5.9	-8.3	-0.3	2.3	3.3	1.0	-9.2	5.2	-4.7	-2.5	0.7
Cc1cc(C(=O)NCCc2ccc(Cl)cc2)n(-c2ccccc2)n1	-17.6	-0.2	2.1	1.8	3.3	0.0	183.5	1.9	-5.0	4.2	0.9
COc1ccc(OC)c(-c2nnc(SCC(=O)NC3CCCCC3)o2)c1	-3.4	-2.2	1.7	4.1	-2.8	1.7	10.8	-0.6	-1.7	1.2	2.3
CCCCOc1ccccc1C(=O)NCC(=O)O	-4.1	5.4	-1.1	-0.2	2.5	4.0	53.5	-1.0	-4.4	1.8	-0.3
CCOc1ccc(CNCCNC(=O)c2nonc2N)cc1	30.4	-7.4	-0.8	3.0	-4.2	3.3	10.7	1.3	-8.4	4.5	-1.0
O=C(/C=C/c1cccs1)c1cc(Cl)ccc1OC(=O)N1CCOCC1	-2.7	-11.8	2.8	0.0	0.5	0.0	1.5	-0.9	-6.7	0.8	-0.1
C#CCOCCOCCOCCNc1nc(N2CCN(C(=O)CCCCCCCCCCNC(=O)Cn3cc(C[C@@H](C)O)nn3)CC2)nc(N2CCN(C(=O)CCCCCCCCCCNC(=O)[C@@H]([C@H](C)CC)n3cc(CCCCCN)nn3)CC2)n1	-8.7	-4.3	-1.4	-0.8	-11.2	.	-0.1	-1.0	7.5	3.4	-0.1
Cc1ccc(C(=O)Nc2ccccc2SCC2CSc3nc4ccccc4c(=O)n32)cc1 (stereo unspecified)	7.4	5.1	0.0	3.3	-7.4	0.9	-5.1	-0.4	-3.6	0.4	1.2
COc1ccc(-c2oc3cccnc3c2-c2ccc(OC)nc2)cc1	12.6	-4.6	0.6	-0.6	-0.4	1.7	-7.1	-1.8	3.3	1.4	-2.4
COC(=O)C1(O)CC(C(C)C)=NN1C(=O)c1ccccc1 (stereo unspecified)	-2.4	-9.2	0.5	-0.5	-9.0	2.1	55.4	1.2	-8.9	3.9	1.0
CC(=O)c1c(O)cc(C)n(-c2ccc(F)cc2)c1=O	2.3	-4.2	-2.2	-0.7	1.3	1.4	-6.8	-0.5	-6.0	-0.9	1.2
CSc1ccccc1C(=O)NCc1ccc2c(c1)OCO2	-26.7	2.6	0.8	0.1	14.5	2.3	-7.2	-0.8	-5.6	1.0	-0.5
COC(=O)CCCCCCCCC(=O)Nc1nc2ccccc2s1	-1.8	-11.4	-0.1	0.7	-5.2	-0.9	2.3	-4.0	17.7	4.7	0.5
O=C(Nc1ccc(C(F)(F)F)cc1)C1CCCN1S(=O)(=O)c1cccc2cccnc12 (stereo unspecified)	4.5	-2.0	3.0	4.8	-3.4	3.5	82.9	-1.0	-3.4	-1.4	2.0
Cc1ccccc1C(=O)Oc1cc(N)n(S(C)(=O)=O)n1	4.1	-5.4	-0.9	-0.2	4.5	5.1	-3.2	0.6	-9.8	-1.4	1.7
Cc1cccc(C)c1NC(=O)CCn1cnc2ccccc2c1=O	-1.9	-3.6	1.2	3.1	-5.5	0.5	7.1	-1.0	0.8	0.8	1.1
O=S(=O)(c1ccccc1)N1N=C(c2ccccc2)CC1c1ccccc1F (stereo unspecified)	2.5	3.4	0.4	-0.9	9.5	0.9	1.6	20.5	-8.0	-0.7	-1.7
O=C(c1cccc(S(=O)(=O)N2CCOCC2)c1)N1CCCC(C(F)(F)F)C1 (stereo unspecified)	-3.4	-6.9	1.2	3.5	-6.0	0.4	67.4	-0.2	9.0	-1.2	0.6
COc1ccc2c(c1)[C@@H]1[C@H](CO2)[C@H](c2ccccc2)[C@]2(C)C(=O)NCC(=O)N12	-21.5	-4.8	-1.0	-1.4	5.0	1.5	-6.7	-2.9	-11.7	-3.2	1.5
COC(=O)c1nnn(-c2ccsc2C(=O)OC)c1C(=O)OC	-7.9	-0.8	2.0	0.9	3.5	1.5	48.4	-0.7	-2.2	2.9	-0.7
CCc1ccccc1NC(=O)CN1CCN(C(=O)CNC(=O)Cc2cccc3ccccc23)CC1	-32.2	3.1	-1.2	-0.6	-1.6	4.8	0.5	2.7	-3.4	1.4	-2.1
Cc1ccc2c(c1)[C@H]1[C@H](CO2)[C@H](c2ccccc2)[C@]2(C)C(=O)N(CC3CCCO3)CC(=O)N12 (stereo partly specified)	12.0	-1.1	0.1	3.6	-13.4	1.0	-9.9	-1.9	-7.8	-1.3	1.8
O=S(=O)(c1ccc(-c2ccno2)s1)N1CCCCC1	14.4	-2.5	2.3	2.1	-12.4	1.6	11.9	-1.3	-2.8	-1.8	1.5
